Tau fluor cs = counter-screen for tau fibril formation inhibitors | AID 1463 | tau K18 P301L (four-repeat tau fragment) Alexa594 fluorescence, heparin fibrillization | 280,000 tested, 0.93% active | Potency, µM (highest dose often 57.7 µM), without a hit: top-dose activity change, negative = decrease; further: on the % scale 0 is the no-effect control and ±100 the full control effect; nearly all actives have a fitted effect of over 55% in size
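Human K18 P301L tau (15 uM unlabeled plus 0.24 uM Alexa 594-labeled, final) in 100 mM sodium acetate pH 7 was mixed with compound and 20 uM heparin and incubated 6 hr at 37 C.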
Epigenetic reg = regulators of epigenetic silencing causing reporter derepression in mouse cells | murine LDR cells, GFP reporter derepression, 30 h | Potency, µM (top dose mostly 53.9 µM), for inactives: at the highest dose GFP activation, hits mostly activators | 280,000 tested, 0.2% active; further: % of control where 0% means no effect; nearly all actives have a fitted effect of over 60% in size
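In this reporter-derepression format, murine cells bearing a silenced integrated CMV-GFP locus incubate with test compound (30 h, 37 C), then are washed and imaged; fluorescent objects of 20–120 um count as induced cells.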
GAA glycogen mod = alters human alpha-glucosidase cleavage of glycogen. Potency, µM (doses to about 76.4 µM), without a hit: top-dose activity change, negative = inhibition, hits mostly inhibitors. AID 2100. 300,000 tested, 0.38% active. recombinant GAA, glycogen substrate, Amplex Red glucose oxidase fluorescence. P10253;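 further: 0% = full enzyme reaction and -100% = no-enzyme basal signal; the screen sought inhibitors and activators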
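qHTS, 1536-well; enzyme 4 nM final; cpd up to 77 uM; substrate bovine liver glycogen 30 ug; 50 mM citrate/phosphate pH 5.0, 0.01% Tween-20; 37 C, 40 min; Amplex Red detection 45 min RT; Hill fit → AC50.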
Numbers without * were called inactive; [ ] = dose if it differs, or a comment. The call rests on the fitted dose curve; in most records, active means well fitted curve in the direction sought with a large enough effect; inconclusive means small, poorly fitted or top-dose-only effect, or another doubt; inactive means no such curve, though single readings can be large; an effect the other way counts as inactive or inconclusive. Potency means the concentration at half of the fitted maximal effect.

For CN(C(=O)CSc1nc2ccc(NC(=O)COc3ccccc3Cl)cc2s1)c1ccccc1 the results were Tau fluor cs -23%, Epigenetic reg 8.9% and GAA glycogen mod -6%[76.3 µM].
For CCS(=O)(=O)N1CCc2cc(C(=O)Nc3cc(C)cc(C)c3)ccc21 the results were Tau fluor cs 2%, Epigenetic reg -0.6% and GAA glycogen mod -5%[76.3 µM].
`Cc1cc(C)cc(NC(=O)N2CCC(N3CCCCC3)CC2)c1` gave Tau fluor cs -6%, Epigenetic reg -6.1% and GAA glycogen mod 17%[76.3 µM].
`Cc1cccc2c1-c1sc(C(=O)NCCCN3CCN(c4ccccc4F)CC3)cc1CO2` gave Tau fluor cs -30%, Epigenetic reg 2.7% and GAA glycogen mod -1%[76.3 µM].
N#C/C(=C\c1ccc(-c2cccc(Cl)c2)o1)C(=O)Nc1cccc(C(F)(F)F)c1 was read as Tau fluor cs -12%, Epigenetic reg 11µM* and GAA glycogen mod -13%[76.3 µM].
For Cc1ccc(C)c(N2CCN(C(=O)CCc3nnc4n(CC(C)C)c(=O)c5ccccc5n34)CC2)c1 the results were Tau fluor cs -8%, Epigenetic reg 1.4% and GAA glycogen mod 1%[76.3 µM].
CCOC(=O)Cn1c(=O)oc2cc(S(=O)(=O)N3CCN(c4ccc(F)cc4)CC3)ccc21 was read as Tau fluor cs -8%, Epigenetic reg 2.2% and GAA glycogen mod -2%[76.3 µM].
`Cc1cc(C)c(S(=O)(=O)NCCc2cc3ccc(C)c(C)c3[nH]c2=O)c(C)c1` gave Tau fluor cs -15%, Epigenetic reg 16% and GAA glycogen mod -11%.
Screening CCNC(=O)C1CCCN(c2nn3cc(-c4ccc(C)cc4)nc3s2)C1 (centres undefined) returned Tau fluor cs -24%, Epigenetic reg 1.1% and GAA glycogen mod -4%[76.3 µM].
`CCOc1ccc(-c2n[nH]c3c2C(c2cccs2)N(c2ccc(Br)cc2)C3=O)cc1` (centres undefined) gave Tau fluor cs -24%, Epigenetic reg 1.1% and GAA glycogen mod 14%[76.3 µM].
Cc1cc2nn(-c3ccc(F)cc3)nc2cc1NC(=O)c1cccc2c(Cl)cccc12 was read as Tau fluor cs 1%, Epigenetic reg 2.2% and GAA glycogen mod 15%[76.3 µM].
`Cc1ccc2c(c1)-c1onc(C(=O)N3CCN(c4cc(C)ccc4C)CC3)c1CO2` gave Tau fluor cs -6%, Epigenetic reg 6.7% and GAA glycogen mod 14%[76.3 µM].
`CC(C)(C)CC(C)(C)c1ccc(OCC(=O)Nc2ccc(S(=O)(=O)Nc3ncccn3)cc2)cc1` gave Tau fluor cs -8%, Epigenetic reg -0.8% and GAA glycogen mod 8%[76.3 µM].
Screening CC(C)(C)C1CCc2c(sc(NC(=O)c3ccco3)c2C(=O)Nc2ccccc2Cl)C1 (centres undefined) returned Tau fluor cs -10%, Epigenetic reg -2.0% and GAA glycogen mod 19%[76.3 µM].
Cc1ccc(Oc2coc3cc(OCC(=O)NC4CCCCC4)ccc3c2=O)cc1 was read as Tau fluor cs -4%, Epigenetic reg 5.6% and GAA glycogen mod 14%[76.3 µM].
CCC(C(=O)N1CCN(c2cccc(C)c2C)CC1)n1nc(C)c2sc3ccccc3c2c1=O (centres undefined) was read as Tau fluor cs -22%, Epigenetic reg 4.1% and GAA glycogen mod -6%[76.3 µM].
`COc1ccc(N(CC(=O)NC(C)c2ccccc2)S(=O)(=O)c2c(C)nn(C)c2C)cc1` (centres undefined) gave Tau fluor cs -9%, Epigenetic reg -1.2% and GAA glycogen mod -3%[76.3 µM].
COc1ccc(C)cc1NS(=O)(=O)c1cc(Br)cc2c1N(C(C)=O)C(C)C2 (centres undefined) was read as Tau fluor cs -25%, Epigenetic reg 2.8% and GAA glycogen mod 12%[76.3 µM].
`COc1ccc(C2=Nc3ccc(OC(F)(F)F)cc3NC(c3cccnc3)=N2)cc1` gave Tau fluor cs -26%, Epigenetic reg -2.5% and GAA glycogen mod 5%[76.3 µM].
Cc1ccc(NC(=O)CN2C(=O)CSc3ccc(S(=O)(=O)N4CCCC4)cc32)c(C)c1 was read as Tau fluor cs -8%, Epigenetic reg 4.2% and GAA glycogen mod 22%[76.3 µM].
COc1cc(NC(=O)CN(c2cc(C)cc(C)c2)S(=O)(=O)c2c(C)[nH]c(=O)[nH]c2=O)cc(OC)c1 was read as Tau fluor cs -10%, Epigenetic reg 0.0% and GAA glycogen mod -7%[76.3 µM].
`COc1ccc(-n2c(=O)c3ccc(C(=O)NCc4ccc(C)cc4)cc3n(CC(=O)Nc3cccc(F)c3)c2=O)cc1` gave Tau fluor cs -13%, Epigenetic reg 4.8% and GAA glycogen mod 16%[76.3 µM].
CCCCN(CC)CCNC(=O)c1cc2c(-c3ccc(Cl)cc3)nn(C)c2s1 was read as Tau fluor cs inconclusive, Epigenetic reg 1.6% and GAA glycogen mod 3%.
`CN(C(=O)c1cc2c(Cl)nc3ccccc3c2s1)c1cccc(C(F)(F)F)c1` gave Tau fluor cs -9%, Epigenetic reg 1.1% and GAA glycogen mod 17%[76.3 µM].
Screening CCc1cccc(NC(=O)CSc2nccn2C)c1 returned Tau fluor cs -11%, Epigenetic reg -1.1% and GAA glycogen mod 7%[76.3 µM].
`CC(C)(C)c1ccc(C(=O)NC2=NC(c3cccc(F)c3)CC(=O)N2)cc1` (centres undefined) gave Tau fluor cs -8%, Epigenetic reg 0.0% and GAA glycogen mod 5%[76.3 µM].
For CCC(NC(=O)Nc1cc(OC)ccc1OC)c1c(-n2cccc2)sc2c1CCN(CC)C2 (centres undefined) the results were Tau fluor cs inconclusive, Epigenetic reg 0.0% and GAA glycogen mod 15%[76.3 µM].
Screening CCc1nc2c(cnn2-c2ccc(Cl)cc2)c(=O)n1-c1ccc(OC)c(Cl)c1 returned Tau fluor cs -14%, Epigenetic reg -0.8% and GAA glycogen mod -13%[76.3 µM].
CCOc1ccccc1CNC(=O)c1ccc(Cn2c(SCc3ccccc3)nc3cccnc32)cc1 was read as Tau fluor cs inconclusive, Epigenetic reg 0.0% and GAA glycogen mod -3%[76.3 µM].
For CCCn1c(=O)c2sccc2n2c(CCCC(=O)NC3CCC(C)CC3)nnc12 (centres undefined) the results were Tau fluor cs -6%, Epigenetic reg -1.4% and GAA glycogen mod 4%[76.3 µM].
CSc1ncc(C(=O)Nc2ccccc2C(=O)c2ccccc2)c(C)n1 was read as Tau fluor cs -7%, Epigenetic reg -1.2% and GAA glycogen mod 9%[76.3 µM].
Cc1nn2c(-c3ccco3)ccnc2c1-c1ccc(Cl)cc1 was read as Tau fluor cs -15%, Epigenetic reg inconclusive and GAA glycogen mod 14%[76.3 µM].
`CCc1ccc(OCC(=O)Nc2ccc(Cl)c(-c3nc4ncccc4o3)c2)cc1` gave Tau fluor cs -25%, Epigenetic reg 2.4% and GAA glycogen mod -4%[76.3 µM].
`CCOc1ccc(CCNc2nc3ccccc3n3c(C)nnc23)cc1OCC` gave Tau fluor cs -3%, Epigenetic reg 0.0% and GAA glycogen mod -1%.
For COCCCNC(=O)CS(=O)Cc1nc(-c2cccc(C)c2)oc1C (centres undefined) the results were Tau fluor cs -2%, Epigenetic reg -1.1% and GAA glycogen mod -5%[76.3 µM].
For CCc1ccccc1NC(=O)c1nnn(Cc2ccc(Cl)cc2)c1N the results were Tau fluor cs -27%, Epigenetic reg -1.1% and GAA glycogen mod 16%[76.3 µM].
`CN(C(=O)Cn1ncc2c1-c1ccccc1OC2)c1ccc(Br)cc1` gave Tau fluor cs -6%, Epigenetic reg 1.1% and GAA glycogen mod 6%[76.3 µM].
COC(=O)c1ccc(C2CC(=O)Nc3c2c(C)nn3-c2nc(C)cc(C)n2)cc1 (centres undefined) was read as Tau fluor cs 2%, Epigenetic reg -0.8% and GAA glycogen mod 9%[76.3 µM].
`CCCN(CCC)CCCNC(=O)Cn1cc2c(n1)-c1c(oc(C(=O)N3CCCC3)c1C)CC2` gave Tau fluor cs 2%, Epigenetic reg -0.9% and GAA glycogen mod 13%[76.3 µM].
For O=C(CC1NCCNC1=O)Nc1ccc(F)c(Cl)c1 (centres undefined) the results were Tau fluor cs -9%, Epigenetic reg -1.1% and GAA glycogen mod 8%[76.3 µM].
O=C(Cn1c(=O)n(Cc2ccc(Cl)cc2)c(=O)c2cccnc21)Nc1ccccc1C(F)(F)F was read as Tau fluor cs 3%, Epigenetic reg 0.0% and GAA glycogen mod 6%[76.3 µM].
Cc1cccc2nc(-c3cccnc3)c(Nc3ccc(C(C)C)cc3)n12 was read as Tau fluor cs -20%, Epigenetic reg 1.5% and GAA glycogen mod inconclusive.
For O=C(c1ccc(F)cc1)c1cn(Cc2ccccc2F)c2cc3c(cc2c1=O)OCCO3 the results were Tau fluor cs -16%, Epigenetic reg 0.8% and GAA glycogen mod 12%[76.3 µM].
For CC(=O)c1c(C)nc2nc(-c3ccccc3)nn2c1C the results were Tau fluor cs -14%, Epigenetic reg 0.0% and GAA glycogen mod 12%[76.3 µM].
`COc1ccc(NC(=O)CSc2nc(-c3ccccc3)nc3c2Cc2c(CO)cnc(C)c2O3)cc1Cl` gave Tau fluor cs -5%, Epigenetic reg -2.1% and GAA glycogen mod 15%[76.3 µM].
Screening COc1cccc(C(=O)Nc2ccccc2-c2nnc(-c3ccc(C(C)(C)C)cc3)o2)c1 returned Tau fluor cs -25%, Epigenetic reg -1.1% and GAA glycogen mod -8%[76.3 µM].
`CC1=C(C(=O)Nc2cccnc2)C(c2ccc(C)cc2)n2nc(SCc3ccccc3F)nc2N1` (centres undefined) gave Tau fluor cs -15%, Epigenetic reg -1.0% and GAA glycogen mod -10%[76.3 µM].
`Cc1ccccc1Cn1c2ccccc2c2cnn(CC(=O)NC3CCCCCC3)c(=O)c21` gave Tau fluor cs -5%, Epigenetic reg 7.6% and GAA glycogen mod 15%[76.3 µM].
O=C(Nc1cccc(Cl)c1)c1cc(-c2ccc3c(c2)OCO3)on1 was read as Tau fluor cs 4%, Epigenetic reg -0.9% and GAA glycogen mod 8%[76.3 µM].
COc1ccc(NC(=O)c2sc3nc4c(cc3c2N)CCCCCC4)cc1Cl was read as Tau fluor cs inconclusive, Epigenetic reg -0.6% and GAA glycogen mod 7%[76.3 µM].

Reprinted from the entries so far (three entries):
Screening COc1cccc(C(=O)Nc2ccccc2-c2nnc(-c3ccc(C(C)(C)C)cc3)o2)c1 returned Tau fluor cs -25%, Epigenetic reg -1.1% and GAA glycogen mod -8%[76.3 µM].
`CC1=C(C(=O)Nc2cccnc2)C(c2ccc(C)cc2)n2nc(SCc3ccccc3F)nc2N1` (centres undefined) gave Tau fluor cs -15%, Epigenetic reg -1.0% and GAA glycogen mod -10%[76.3 µM].
`Cc1ccccc1Cn1c2ccccc2c2cnn(CC(=O)NC3CCCCCC3)c(=O)c21` gave Tau fluor cs -5%, Epigenetic reg 7.6% and GAA glycogen mod 15%[76.3 µM].

(next part)
Screening O=C(NCc1ccco1)c1ccc2c(c1)N(Cc1ccc(F)cc1)C(=O)c1ccccc1S2(=O)=O returned Tau fluor cs inconclusive, Epigenetic reg -1.1% and GAA glycogen mod 13%[76.3 µM].
Screening Cc1ccc2c(c1)C(=O)OC(C(=O)Nc1ncc(Cc3ccccc3Cl)s1)C2 (centres undefined) returned Tau fluor cs 5%, Epigenetic reg -1.0% and GAA glycogen mod 10%[76.3 µM].
`CCOc1ccc(C(=O)c2cn(CC(=O)Nc3ccc4c(c3)OCCO4)c3ccc(F)cc3c2=O)cc1` gave Tau fluor cs -10%, Epigenetic reg 18% and GAA glycogen mod 9%[76.3 µM].
Screening COc1cccc(/C=C/C(=O)Nc2ccc3nc(N4CCN(C)CC4)cc(C)c3c2)c1OC returned Tau fluor cs 8.9µM*[quencher], Epigenetic reg 15% and GAA glycogen mod -4%[76.3 µM].
`CCOc1ccc(C(=O)Nc2ccc3oc(-c4ccc(Br)cc4)nc3c2)cc1` gave Tau fluor cs 2%, Epigenetic reg -0.5% and GAA glycogen mod -14%[76.3 µM].
Screening COc1cc2ccccc2cc1C(=O)Nc1ccc2oc(-c3ccc(F)cc3)nc2c1 returned Tau fluor cs -7%, Epigenetic reg -0.8% and GAA glycogen mod -7%[76.3 µM].
For Nc1c(C(=O)NCc2cccs2)nnn1CC(=O)Nc1cccc(F)c1 the results were Tau fluor cs -6%, Epigenetic reg 4.4% and GAA glycogen mod -6%[76.3 µM].

Structures listed so far that have an NH in an aromatic ring (three):
`Cc1cc(C)c(S(=O)(=O)NCCc2cc3ccc(C)c(C)c3[nH]c2=O)c(C)c1` gave Tau fluor cs -15%, Epigenetic reg 16% and GAA glycogen mod -11%.
`CCOc1ccc(-c2n[nH]c3c2C(c2cccs2)N(c2ccc(Br)cc2)C3=O)cc1` (centres undefined) gave Tau fluor cs -24%, Epigenetic reg 1.1% and GAA glycogen mod 14%[76.3 µM].
COc1cc(NC(=O)CN(c2cc(C)cc(C)c2)S(=O)(=O)c2c(C)[nH]c(=O)[nH]c2=O)cc(OC)c1 was read as Tau fluor cs -10%, Epigenetic reg 0.0% and GAA glycogen mod -7%[76.3 µM].

This is a subset; count on the stated rates, not on these rows.
